Source: PubChem BioAssay (several laboratories)
BoNT F protease = blocks Botulinum neurotoxin F light chain protease | 360,000 tested, 0.22% active | Multiplex microsphere protease cleavage assay, flow cytometry | inhibition, % at 10 µM; in the data active means inhibition above about 35%, passing the limit was not always enough; inconclusive means no clear call, values can overlap the other calls; further: plate controls were buffer without enzyme for full effect and enzyme alone for no effect
MazEF act = MazEF (E. coli) toxin RNase activation | AID 504720 | FAM/BHQ RNA-DNA oligo cleavage fluorescence, 5 h | P0AE70 | 350,000 tested, 0.32% active | activation, % at 20 µM; in the data active means activation above about 50%
Target sequence (P0AE70 whole entry, looked up): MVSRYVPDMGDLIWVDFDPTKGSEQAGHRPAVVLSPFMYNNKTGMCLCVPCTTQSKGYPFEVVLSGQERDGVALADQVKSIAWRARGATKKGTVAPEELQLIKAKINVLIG
Mtb FBA inh = inhibits M. tuberculosis FBA enzyme. purified M. tuberculosis FBA, fluorescence read-out. inhibition, % at 1 µM. 360,000 tested, 2.3% active. AID 588726; in the data active means inhibition above about 27%;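 further: 0% = vehicle and 100% = reference inhibitor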
Target sequence (P9WQA3 whole entry, looked up): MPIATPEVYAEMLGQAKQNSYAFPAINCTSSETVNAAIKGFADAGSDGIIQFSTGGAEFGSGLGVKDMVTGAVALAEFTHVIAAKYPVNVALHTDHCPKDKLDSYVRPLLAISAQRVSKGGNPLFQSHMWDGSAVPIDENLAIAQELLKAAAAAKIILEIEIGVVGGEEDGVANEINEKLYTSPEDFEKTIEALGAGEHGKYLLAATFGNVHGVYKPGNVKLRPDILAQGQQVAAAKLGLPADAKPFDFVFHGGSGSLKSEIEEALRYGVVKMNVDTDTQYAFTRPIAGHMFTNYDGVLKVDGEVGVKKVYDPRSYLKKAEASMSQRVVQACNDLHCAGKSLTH
GDH-TPI counter = GDH-TPI coupled enzyme inhibition counter-screen | AID 588335 | GDH-TPI coupled enzyme counterscreen, NADH absorbance | inhibition, % at 4.8 µM | 360,000 tested, 1.2% active;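 further: 0% = DMSO wells and 100% = wells lacking the enzyme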
FadD28 binding = inhibitors of Mycobacterium tuberculosis FadD28 bisubstrate binding | FadD28 bisubstrate probe binding, fluorescence polarization | inhibition, % at 12.5 µM | 360,000 tested, 0.22% active | AID 588549; in the data active means inhibition above about 8.5%, passing the limit was not always enough; inconclusive means no clear call, values can overlap the other calls
Mtb UGM inh = inhibitors of M. tuberculosis UDP-galactopyranose mutase; P9WIQ1; purified UGM, fluorescence polarization probe displacement; inhibition, % at 10 µM; 320,000 tested, 0.06% active; AID 504406; in the data active means inhibition above about 10%, passing the limit was not always enough; inconclusive means no clear call, values can overlap the other calls
DUSP3 inh = DUSP3 (human) phosphatase inhibition; AID 1654; recombinant VHR phosphatase, pNPP absorbance; inhibition, % at 13.3 µM; 290,000 tested, 0.52% active; in the data active means inhibition above about 50%; further: some compounds called inactive have numbers as strong as hits
Target sequence (P51452 whole entry, looked up): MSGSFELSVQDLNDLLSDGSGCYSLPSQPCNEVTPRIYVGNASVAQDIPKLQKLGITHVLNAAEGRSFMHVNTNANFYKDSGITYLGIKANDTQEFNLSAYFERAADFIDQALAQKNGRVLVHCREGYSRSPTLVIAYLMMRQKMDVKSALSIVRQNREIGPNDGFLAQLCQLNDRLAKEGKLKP
Rv3671c inh = inhibits the M. tuberculosis serine protease Rv3671c; P9WHR9; inhibition, % at 5.96 µM; 320,000 tested, 0.048% active; AID 2606; in the data active means inhibition above about 38%;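 further: extracellular domain of Rv3671c used as enzyme; 0% = enzyme with DMSO and 100% = no enzyme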
Target sequence (P9WHR9 whole entry, looked up, the tested form may be a part): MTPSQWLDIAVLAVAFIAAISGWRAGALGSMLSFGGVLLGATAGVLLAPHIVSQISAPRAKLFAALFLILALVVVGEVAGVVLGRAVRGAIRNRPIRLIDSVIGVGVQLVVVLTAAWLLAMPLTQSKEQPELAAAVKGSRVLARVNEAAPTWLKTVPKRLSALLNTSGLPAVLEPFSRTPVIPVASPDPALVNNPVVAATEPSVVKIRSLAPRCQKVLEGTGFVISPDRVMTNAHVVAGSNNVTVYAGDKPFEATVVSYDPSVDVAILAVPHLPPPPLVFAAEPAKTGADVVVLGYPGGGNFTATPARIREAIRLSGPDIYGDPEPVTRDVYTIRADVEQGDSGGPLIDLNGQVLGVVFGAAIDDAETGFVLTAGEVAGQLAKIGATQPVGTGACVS
Mtb BioA inh = BioA (M. tuberculosis) enzyme inhibition. purified M. tuberculosis BioA enzyme, plate reader. inhibition, % at 9.99 µM. 360,000 tested, 0.096% active. AID 602481; in the data active means inhibition above about 40%; inconclusive means no clear call, values can overlap the other calls
CCHFV vOTU inh = blocks the CCHF virus ovarian tumor domain protease. inhibition, % at 11.5 µM. CCHFV vOTU protease, Pep-AMC fluorescence. 370,000 tested, 0.55% active. AID 651958; further: 0% = vehicle wells with enzyme and 100% = no enzyme wells
* marks the source's active call; other numbers are inactive results; ? = inconclusive; / = not tested or not shown; & = joins results of further samples. Unless noted, no stated cut-off is given here; in the data, active means inhibition above about 30%; inactive means the rest. Compounds were not picked by outcome. About 4.9% of those tested had a hit in this group.

SMILES	BoNT F protease	MazEF act	Mtb FBA inh	GDH-TPI counter	FadD28 binding	Mtb UGM inh	DUSP3 inh	Rv3671c inh	Mtb BioA inh	CCHFV vOTU inh
Nc1nncn1C(=O)c1cc(Br)ccc1Cl	-3	-2	1	0	-0.1	1.5	-5	-2	-1.8	10
Cc1cc(C)n(CC(=O)O)n1	1	-14	1	7	0.5	2.3	9	-1	-0.6	3
COc1ccc(C2=CCCC2)c(OC)c1	5	2	0	-1	0.6	/	/	/	/	11
Cc1cc(C)c(S(=O)(=O)c2ccccc2)c(OC(=O)c2ccc(Cl)cc2Cl)n1	-23	-11	-2	8	-2.8	-6.8	27	2	-2.9	/
CC(C)CCN(C(=S)NC(=O)C1CCCCC1)c1c(N)n(Cc2ccccc2)c(=O)[nH]c1=O	4	10	1	10	-1.4	2.7	9	-3	/	20
Cc1cccc(N2CCN(C(=O)CCCn3c(=O)c4cccn4c4cccnc43)CC2)c1C	-1	-10	1	-4	-2.7	-5.4	-9	-6	1.0	-12
CNC(=O)NC(=O)COC(=O)c1ccccc1OCc1ccccc1	-1	8	6	2	-3.9	-2.7	6	2	-3.6	13
COc1ccccc1C(=O)NCC(=O)Nc1ccc2c(c1)OCO2	-3	11	1	0	1.0	/	/	/	-0.6	0
Cc1cccc(NC(=O)c2ccc3c(c2)C(=O)N(Cc2cccnc2)C3=O)c1C	0	2	-1	1	0.2	-2.4	5	3	-0.8	3
Cc1ccccc1CN1CCN(CC2CC2)CC1CCO (centres undefined)	/	16	0	-12	2.0	0.3	19	-1	0.0	-9
O=C(Nc1cccnc1)c1cc(-c2cccc(Cl)c2)on1	6	15	-6	-3	/	0.8	27	-20	5.3	7
COc1ccc(-c2nc(CS(=O)CC(=O)N3CCOCC3)c(C)o2)cc1OC (centres undefined)	-11	7	5	2	-1.9	0.8	6	-4	-0.1	13
COc1ccc(NC(=O)C(=O)N/N=C(\C)CC(=O)Nc2cc(C)ccn2)c(OC)c1	?	1	8	0	-2.0	-2.4	9	5	/	-11
Cc1onc(-c2c(Cl)cccc2Cl)c1NC(=O)NN(C)c1ccc([N+](=O)[O-])cn1	-8	-1	0	11	-2.0	0.9	-8	1	-1.0	12
Cc1cc(C)c(C)c(S(=O)(=O)N2CCC(C(=O)NNC(=O)c3ccccc3O)CC2)c1C	-2	-4	39*	4	-14	/	/	13	-0.9	-2
N#CC1c2ccccc2-c2ccccc2N1C(=O)c1ccccc1 (centres undefined)	0	2	-1	5	-3.9	/	/	/	-3.3	-6
C[C@H](CO)N1C[C@H](C)[C@@H](CN(C)C(=O)Nc2ccccc2)Oc2ccc(NC(=O)C3CC3)cc2C1=O	-5	3	5	1	-0.2	-1.0	/	0	-1.6&1.9	-11
COCCNC(=O)C(C)N1c2cccc3cccc(c23)S1(=O)=O (centres undefined)	-12	1	12	2	0.0	4.4	27	-7	-0.7	-2
c1ccc(COc2ccc3nocc3c2)cc1	5	10	1	3	-2.6	2.2	/	-5	-0.8	13
Cc1cc(C)nc(NC(=O)c2c(Cl)cccc2Cl)n1	-11	2	-1	8	-5.2	-0.3	16	9	-2.5	-13
Clc1ccccc1Oc1cnc2ccccc2n1	-3	0	3	3	-0.7	-3.2	17	3	2.2	-1
C#CCn1c(=NC(=O)c2ccc(S(=O)(=O)N3CCc4ccccc4C3)cc2)sc2cc(S(N)(=O)=O)ccc21	0	-36	10	48*	-1.6	0.1	17	-66	-0.7	/
CCOC(=O)Cn1c(=O)oc2cc(S(=O)(=O)N3CCc4ccccc43)ccc21	4	2	0	13	0.0	-1.3	15	-3	1.4	2
CCN(CC)S(=O)(=O)c1ccc(OC)c(NC(=O)CC2CCCC2)c1	16	4	-5	-4	-0.4	0.0	26	-3	1.0	12
O=C(c1ccco1)N1CCN(CCOCCOc2cccc3ccccc23)CC1	4	-3	-1	0	-3.0	0.4	15	1	/	3
SMILES	BoNT F protease	MazEF act	Mtb FBA inh	GDH-TPI counter	FadD28 binding	Mtb UGM inh	DUSP3 inh	Rv3671c inh	Mtb BioA inh	CCHFV vOTU inh
CC(C)Oc1ccc(S(=O)(=O)N2CCOCC2)cc1NC(=O)C1=NN(c2ccccc2)C(=O)CC1	2	0	0	12	-0.4	/	/	/	-3.1	5
O=C(c1ccccc1)c1ccc(Cn2cc(-c3ccccc3)nn2)cc1	-8	0	-4	0	-2.9	-0.6	5	-10	-1.5	-2
O=C1Nc2ccccc2Nc2ccccc21	-14	-1	2	-1	-1.8	1.4	-6	9	4.3	-6
C/C(=N\Nc1nc2ccccc2[nH]1)c1ccc(N2CCOCC2)cc1	-13	11	-5	15	-0.7	0.0	-5	2	/	4
CS(=O)(=O)c1ccc([C@@H](O)[C@@H](CO)NC(=O)C(Cl)Cl)cc1	-3	3	-1	11	0.1	-4.0	/	2	-2.6	-1
CCOc1cc(/C=N/NC(=O)C(=O)NCCCOC(C)C)cc(Br)c1O	-5	3	-5	19	-4.3	1.5	0	-3	/	19
Cc1ccsc1C(=O)NCCC(c1ccccc1)c1ccccc1	-8	-1	0	8	-1.3	1.9	17	-4	/	8
O=C(O)/C=C/C(=O)Nc1ccc(O)cc1	9	0	2	-3	0.9	-0.1	40	-11	-5.6	14
COc1ccccc1CN1CCN(S(=O)(=O)c2ccc(C)cc2)CC1	2	5	0	0	-0.3	1.4	/	-1	/	-8
Cc1ccc(C(=O)N(C)c2ccc(OCC(=O)N3c4ccc(C)cc4C4CN(C)CCC43)cc2)cc1 (centres undefined)	-2	-12	3	2	-2.8	-0.4	9	4	/	/
CCOC(=O)C1=C(C)N(CCCC(=O)O)C(=O)NC1c1ccc(Cl)cc1 (centres undefined)	-2	1	1	-6	-3.9	-0.8	-7	-4	-1.7	1
COCCN1CCn2c(nc3cc(NC(=O)c4cccs4)ccc32)C1	-80	8	0	24	-1.9	2.7	-10	-4	7.6	13
O=C(NC1CC1)c1ccc(CSCc2cccc(F)c2)o1	-9	0	-1	11	-0.6	-2.6	-4	-5	3.0	2
CCC(CC)C(=O)Nc1cccc(/C(C)=N\NC(=O)c2ccc(C)s2)c1	-4	34	1	15	-0.8	2.1	3	-15	0.3	2
Nc1c(OS(=O)(=O)c2ccccc2)cccc1OS(=O)(=O)c1ccccc1	-1	-7	-1	12	-2.1	/	/	/	-1.6	16
CCOc1ccccc1Oc1cn[nH]c1-c1ccc(O)cc1O	?	12	1	2	-0.5	0.5	24	4	/	9
Cc1ccc(-n2ccnc2SCC(=O)c2c(N)n(C3CC3)c(=O)[nH]c2=O)cc1C	-6	-3	3	-6	-3.0	-0.4	/	3	1.8	22
N#CC1(NC(=O)COC(=O)c2ccc(Cl)nc2)CCCCC1	-4	-7	8	-3	1.5	-1.0	/	-4	0.6	-8
CCCc1cc(=O)oc2cc(C)cc(OCC(=O)NCc3cccnc3)c12	-1	9	76*	1	-4.2	-2.5	2	-1	4.1	-13
O=[N+]([O-])c1cccc(-c2noc(-c3ccco3)n2)c1	?	4	5	6	-2.4	-5.0	-13	-9	/	-11
COc1ccccc1C(=O)CN1C(=O)NC2(CCCCCC2)C1=O	-1	2	3	16	0.3	2.0	/	5	0.9	8
Cc1cc(C(=O)COC(=O)Cc2n[nH]c(=O)c3ccccc23)c(C)n1-c1cccc(C(F)(F)F)c1	-2	-9	-3	6	-5.2	-1.3	17	-8	0.8	28
COc1ccc(CNCC(O)COCc2cccs2)cc1 (centres undefined)	-10	-1	-1	3	-0.4	-1.0	-13	2	-2.6	2
C=CCn1c(N)c(C(=O)NCc2ccco2)sc1=S	-3	9	-3	22	-3.1	2.7	14	7	0.7	2
Cc1nn(Cc2c(Cl)cccc2Cl)c(C)c1NC(=O)Cn1nc([N+](=O)[O-])c(Cl)c1C	2	-44	0	0	-2.6	-0.1	-1	4	/	-2

Next part, starting with the last 2 of the part before.
SMILES	BoNT F protease	MazEF act	Mtb FBA inh	GDH-TPI counter	FadD28 binding	Mtb UGM inh	DUSP3 inh	Rv3671c inh	Mtb BioA inh	CCHFV vOTU inh
C=CCn1c(N)c(C(=O)NCc2ccco2)sc1=S	-3	9	-3	22	-3.1	2.7	14	7	0.7	2
Cc1nn(Cc2c(Cl)cccc2Cl)c(C)c1NC(=O)Cn1nc([N+](=O)[O-])c(Cl)c1C	2	-44	0	0	-2.6	-0.1	-1	4	/	-2
CCOC(=O)c1c(NC(=O)c2cc3n(n2)C(C(F)(F)F)CC(c2ccccc2)N3)sc(C)c1C (centres undefined)	2	-2	1	6	0.8	-2.1	13	11	-1.5	-5
Cc1ccc2c(c1)C1(C(=O)N2C)N2CC3(C)CN1CC(C)(C2)C3=O (centres undefined)	-9	-8	0	10	-1.3	2.7	17	-4	-1.8	0
COc1ccc(-c2cc(=O)c3c(OC)c(OC)c(OC)c(OC)c3o2)cc1	-10	6	2	51*	-1.4	/	/	/	1.1	-1
CCc1nnc(NC(=O)c2ccc(COc3ccccc3)o2)s1	-3	4	-3	20	-0.4	1.4	24	8	-0.2	0
COc1cc(-n2c(-c3ccccc3)n[nH]c2=S)c(OC)cc1Cl	-2	-2	0	-7	-2.3	2.2	6	7	/	5
O=C(CSCc1ccccc1)Nc1ccc(F)cc1F	-3	-1	-2	9	-2.9	1.0	11	-2	0.6	8
Cc1ccc(C(=O)CN(C(=O)c2ccc(Cl)c(Cl)c2)N2C(=O)C3CCCCC3C2=O)cc1 (centres undefined)	0	-9	4	-2	0.7	-2.5	15	4	0.8	12
Nc1nonc1-n1nnc(C(=O)N/N=C/c2ccc(OCc3ccccc3)cc2)c1COc1ccc(F)cc1	-8	-17	7	-7	-0.4	-3.2	-19	0	-0.6	4
COC(=O)c1sccc1NC(=O)c1csc2c1CCCC2	-6	-11	-2	-4	-4.1	-0.4	5	-3	-0.8	/
O=C(Nc1ccc(-c2nnc(-c3ccccc3)o2)cc1)c1ccc(Br)o1	-2	-1	0	10	-0.4	-0.2	/	-2	-0.8	2
CC(=O)Nc1ccc2nc3c(=O)n(C)c(=O)n(C)c3nc2c1	?	-56	3	1	-1.5	1.9	20	5	/	-20
Cc1ccccc1CC1(CO)CCCN(C(=O)CCC(F)(F)F)C1 (centres undefined)	5	-2	1	0	-0.5	-0.8	-8	-5	-0.3	5
COc1ccc(N(CC(=O)NC(C)(C)C)S(=O)(=O)c2ccccc2)cc1OC	-5	-4	1	4	0.2	-1.9	-9	-1	/	-1
COc1cccc(/C=N/NC(=S)NC2CC3CCC2C3)c1OC (centres undefined)	-6	18	1	3	-3.2	-1.2	4	6	/	1
Nc1c(-c2ccccc2)cnc2cc(-c3ccccc3)nn12	4	1	6	4	-0.3	/	26	/	/	10
CC1=Nc2ccccc2N=C(NC(=O)c2ccccc2)C1c1ccccc1 (centres undefined)	-7	-5	0	-2	-3.1	0.3	11	-7	-0.6	-3
CC1(C)Cc2c(ccc3ccccc23)C(=O)N1	13	1	5	-8	-4.8	1.6	11	13	0.8	-1
C=CCn1cccc(C(=O)Nc2cc(OC)cc(OC)c2)c1=O	-5	7	-2	14	-3.9	5.4	13	12	2.3	-1
CCOC(=O)C1CCCN(S(=O)(=O)c2c(C(=O)N3CCCCC3)c(C)n(C)c2C)C1 (centres undefined)	1	9	-2	-2	-3.5	-0.7	9	3	-0.3	14
COC(=O)[C@]1(C)N[C@H](CN(C)S(=O)(=O)c2ccc(C)cc2)[C@@H]2C(=O)N(C)C(=O)[C@@H]21	0	7	/	/	-0.7	/	/	0	-0.8	-2
CC(C)(C)NC(=S)NNC(=O)c1ccc2ncccc2c1	-1	-1	1	6	-5.5	0.7	9	-1	1.1	-14
CC(=O)c1ccccc1OCCOCCOCCOc1ccccc1C(C)=O	2	5	0	-6	1.7	0.1	10	7	2.1	9

Individual results from the results shown:
COc1ccc(-c2cc(=O)c3c(OC)c(OC)c(OC)c(OC)c3o2)cc1 in CCHFV vOTU inh = -1
COC(=O)[C@]1(C)N[C@H](CN(C)S(=O)(=O)c2ccc(C)cc2)[C@@H]2C(=O)N(C)C(=O)[C@@H]21 in BoNT F protease = 0
Cc1ccccc1CC1(CO)CCCN(C(=O)CCC(F)(F)F)C1 (centres undefined) in BoNT F protease = 5
